Source: PubChem (National Center for Advancing Translational Sciences (NCATS))
IMPase Li inh – membrane-permeable IMPase blocker, potentiated with lithium. CHO-M1 cells, IP1 TR-FRET (IP-One), carbachol + lithium. Potency, µM (highest dose often 59.4 µM), for inactives: at the top dose activity, negative = IMPase inhibition, usual class: inhibitors. hit rate 0.35% among 210,000;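 also: IP1 builds up when IMPase is blocked and the TR-FRET signal falls; potency is read from the fitted curve at half-maximal effect; plate controls were basal vehicle for no effect and high inhibitor control for full effect; nearly all actives have a fitted effect of over 50% in size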
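Test compounds were applied to CHO-M1 cells previously cultured for 16–30 h at 2000 per well. A small lithium amount accompanied them; after 30 min at 37C, IP1 was quantified by TR-FRET.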
Luc counter – Kinase-Glo luciferase inhibition (counter-screen); Q27757; Kinase-Glo luciferase, ATP luminescence, 8 min; Potency, µM (doses to about 38.3 µM), inactives show top-dose activity change, negative = inhibition, most hits filed as inhibitors; hit rate 0.28% among 200,000; also: potency is read from the fitted curve at half-maximal effect; % is scaled to controls: 0 for no effect and ±100 for the full control effect; nearly all actives have a fitted effect of over 60% in size
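Recombinant Kinase-Glo luciferase, 10 uM ATP (linear range), luciferin; imidazole pH 7.2 / KCl / MgCl2 / Tween / BSA buffer; 8 min RT; luminescence.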
L3MBTL1 inh – blocks human L3MBTL1 | AlphaScreen L3MBTL1–H3K9me1 peptide binding | Potency, µM (series often up to 57.1 µM), inactives show at the highest dose activity, negative = inhibition, most hits filed as inhibitors | hit rate 0.66% among 230,000; also: potency is read from the fitted curve at half-maximal effect; % is scaled to controls: 0 for no effect and ±100 for the full control effect; nearly all actives have a fitted effect of over 60% in size
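Read-out is AlphaScreen signal from streptavidin donor and nickel chelate acceptor beads (10 ug/mL final each) bridging L3MBTL1 (50 nM) and biotinylated K9-monomethylated H3(1-15) peptide (75 nM), after 30 min compound exposure at room temperature.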
CBFb-RUNX1 inh – CBF-beta/RUNX1 interaction disruption; Q01196+Q13951; AlphaScreen CBFb-His/RUNX1-biotin binding, biochemical; Potency, µM (top dose mostly 59.8 µM), inactives show at the top dose activity, negative = inhibition, most hits filed as inhibitors; 230,000 tested, under 10 active; also: % of control where 0% means no effect
Target sequence (Q01196 whole entry, looked up): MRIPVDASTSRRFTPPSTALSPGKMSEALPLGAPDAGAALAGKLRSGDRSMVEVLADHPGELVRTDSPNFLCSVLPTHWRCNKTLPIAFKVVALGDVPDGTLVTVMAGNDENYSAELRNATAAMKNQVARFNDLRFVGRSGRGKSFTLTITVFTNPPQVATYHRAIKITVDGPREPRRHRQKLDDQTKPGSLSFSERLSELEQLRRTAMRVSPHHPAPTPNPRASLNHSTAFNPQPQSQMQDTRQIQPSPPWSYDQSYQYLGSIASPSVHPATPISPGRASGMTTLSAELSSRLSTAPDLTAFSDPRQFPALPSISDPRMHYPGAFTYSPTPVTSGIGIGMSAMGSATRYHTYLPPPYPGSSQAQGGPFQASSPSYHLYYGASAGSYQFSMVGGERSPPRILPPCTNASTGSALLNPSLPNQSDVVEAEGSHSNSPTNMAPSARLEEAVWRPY
Target sequence (Q13951 whole entry, looked up): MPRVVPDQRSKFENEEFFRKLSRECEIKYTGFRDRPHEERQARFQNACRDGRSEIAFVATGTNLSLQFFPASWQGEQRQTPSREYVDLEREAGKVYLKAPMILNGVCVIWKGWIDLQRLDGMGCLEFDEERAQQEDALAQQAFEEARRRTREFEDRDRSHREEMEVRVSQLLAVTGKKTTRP
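Proteins preincubated together for 20 min at RT before compound addition; 15 min later, nickel and streptavidin beads were added and left 90 min prior to AlphaScreen measurement.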
HttQ103 aggreg – inhibitors of mutant huntingtin aggregate formation in PC12 cells; AID 1688; hit rate 1.1% among 220,000; PC12 HttQ103-GFP aggregates, Acumen cytometry, 40 h; Potency, µM (top dose mostly 46.1 µM), inactives show at the highest dose activity change, negative = inhibition, most hits filed as inhibitors; also: potency is read from the fitted curve at half-maximal effect; % is scaled to controls: 0 for no effect and ±100 for the full control effect; nearly all actives have a fitted effect of over 60% in size
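PC12 cells with ecdysone-inducible HTT exon1 Q103-GFP, induced by 100 nM tebufenozide, given compounds in a concentration series. GFP aggregates (1–25 um, 6 SD above background) counted in lysates by laser-scanning cytometry, 488 nm excitation.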
Epigenetic derep – epigenetic control regulation, reporter derepression; murine LDR cells, GFP reporter derepression, 30 h; Potency, µM (titrated, usually from 53.9 µM), without a hit: top-dose GFP activation, usual class: activators; hit rate 0.2% among 280,000; also: potency is read from the fitted curve at half-maximal effect; % of control where 0% means no effect; nearly all actives have a fitted effect of over 60% in size
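GFP-positive cell count by laser-scanning cytometry (objects 20–120 um) after 30 h, 37 C compound exposure of murine LDR cells; reporter is CMV-GFP integrated at a silenced locus, inducible by HDAC or DNMT inhibitors.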
NPSR antag – antagonists of human neuropeptide S receptor cAMP signaling. Q6W5P4. CHO-NPSR cells, cAMP TR-FRET, antagonist mode. Potency, µM (top dose mostly 38.3 µM), without a hit: at the top dose activity change, negative = inhibition, actives largely listed as inhibitors. hit rate 1% among 220,000. AID 1461; also: potency is read from the fitted curve at half-maximal effect; % is scaled to controls: 0 for no effect and ±100 for the full control effect; nearly all actives have a fitted effect of over 50% in size; many of its hits are not listed in these tables
Target sequence (Q6W5P4 whole entry, looked up): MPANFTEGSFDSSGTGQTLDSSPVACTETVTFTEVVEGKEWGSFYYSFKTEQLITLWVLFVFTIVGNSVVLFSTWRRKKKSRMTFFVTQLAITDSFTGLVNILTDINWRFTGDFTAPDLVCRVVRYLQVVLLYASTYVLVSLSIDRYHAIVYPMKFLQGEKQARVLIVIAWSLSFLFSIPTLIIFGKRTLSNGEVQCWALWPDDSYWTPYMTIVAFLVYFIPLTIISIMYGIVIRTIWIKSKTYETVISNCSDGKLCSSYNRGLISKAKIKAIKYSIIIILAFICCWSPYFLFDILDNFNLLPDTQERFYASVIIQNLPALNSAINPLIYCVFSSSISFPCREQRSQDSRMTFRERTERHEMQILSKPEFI
* hit, by the source's call; ? = inconclusive; / = not tested or not shown; & = joins results of further samples; [ ] = another dose, or the depositor's remark. Calls follow the shape of the dose curve; as a rule, active = well fitted curve in the direction sought with a large enough effect; inconclusive = small, poorly fitted or top-dose-only effect, or another doubt; inactive = no such curve, though single readings can be large; an effect the other way counts as inactive or inconclusive. The list is partial, so the mix of outcomes need not match the whole.

Screens in order: IMPase Li inh	Luc counter	L3MBTL1 inh	CBFb-RUNX1 inh	HttQ103 aggreg	Epigenetic derep	NPSR antag
- CC(NC(=S)Nc1ccccc1)C(c1cccs1)N1CCOCC1 (configuration not stated)
  /	/	/	11%	-10%[9.22 µM]	1.0%	0%
- CCOC(=O)c1sc(NC(=O)c2cc3n(n2)C(C(F)(F)F)CC(c2ccccc2)N3)c(C(=O)OCC)c1C (configuration not stated)
  -14%[38.3 µM]	-8%	-2%	1%	1%	0.2%	-25%[46.1 µM]
- O=C(CN1CCN(c2ccccc2)CC1)Nc1ccc(Oc2ccccc2)cc1
  39%[activator][38.3 µM]	-1%	/	-8%	-23%	1.5%	-20%[46.1 µM]
- Cc1ccc(SCCNC(=O)/C=C/c2ccc([N+](=O)[O-])cc2)cc1
  4%	-3%	-3%	-9%	-7%	-1.1%	1%
- COc1cc(S(=O)(=O)Nc2ncccc2C)c(OC)cc1Cl
  18%[38.3 µM]	0%	8%	5%	6%	-1.1%	-1%[46.1 µM]
- Clc1ccc(OCCCN2CCCC2)cc1Cl
  16%	15%	-6%	-5%	-23%	1.1%	10%
- CO/N=C/c1ccc(Sc2ccccc2)c([N+](=O)[O-])c1
  33%[activator][38.3 µM]	-5%	/	?	-5%	-0.3%	-12%[46.1 µM]
- O=C(/C=C/c1ccco1)Nc1cccc2cccnc12
  3%	-4%	?	?	-8%	1.0%	0%
- Cc1ccc(Cl)cc1N1CCN(Cc2cc3c(cc2O)CCC3)CC1
  44%[activator][38.3 µM]	-2%	/	-5%	-15%	2.9%	10µM*
- CCOC(=O)c1ccccc1NC(=O)CSc1nccn1C
  0%	2%	-6%	-1%	-4%	0.0%	-5%[46.1 µM]
- O=c1ccc2ccc(Oc3ccc([N+](=O)[O-])cc3Cl)cc2o1
  9%	/	/	4%	7%	-1.3%	-21%
- O=C(O)c1ccccc1SC1CC(=O)N(c2cccc3ccccc23)C1=O (configuration not stated)
  /	/	/	8%	8%[9.22 µM]	-4.2%	15%
- O=C1/C(=C\c2ccc(-c3ccccc3[N+](=O)[O-])o2)C(c2ccccc2)=NN1c1ccccc1
  3%	-9%	-5%[11.4 µM]	?	?	-0.1%	-16%
- CC(=O)c1ccc(Nc2nc(=O)c3cccnc3s2)cc1
  -2%[38.3 µM]	-1%	/	0%	-10%	-0.7%	4%[46.1 µM]
- O=C(O)C(O)c1ccco1 (configuration not stated)
  -6%	-1%	5µM*	-1%	10%	-1.9%	16%
- CCn1c(C)nc2cc(S(=O)(=O)C(F)(F)F)ccc21
  8%	-3%	8%	12%	?	0.0%	7%[46.1 µM]
- Cc1ccc(C2/C(=C(/O)c3ccc(Br)cc3)C(=O)C(=O)N2Cc2ccco2)o1 (configuration not stated)
  -10%[38.3 µM]	0%	?	0%	-15%	-3.2%	-15%[46.1 µM]
- CC(=O)c1ccc(N(C(=O)c2csnn2)C(C(=O)NC(C)(C)C)c2cccs2)cc1 (configuration not stated)
  12%	-8%	-10%	-4%	4%[9.22 µM]	-1.0%	26%
- Fc1ccccc1C(c1nnnn1Cc1ccc2c(c1)OCO2)N1CCN(Cc2ccco2)CC1 (configuration not stated)
  /	/	-11%	1%	8%	?	-17%[46.1 µM]
- CCOC(=O)c1c(N)nn(C(=O)CC)c1-c1ccccc1
  5%	0%	?	2%	?	0.1%	-4%[46.1 µM]
- CN(C)CCN1C(=O)C(=O)/C(=C(/O)c2ccccc2)C1c1ccccc1F (configuration not stated)
  -12%[38.3 µM]	-1%	-2%	0%	14%	-1.1%	16%[46.1 µM]
- Cc1occc1C(=O)Nc1nn[nH]n1
  15%[38.3 µM]	-5%	/	-23%	-11%	-0.2%	-6%[46.1 µM]
- Cc1c(Br)c(C(F)(F)F)nn1CC(=O)NCC1CCCO1 (configuration not stated)
  -5%[38.3 µM]	-5%	-2%	18%	-2%	-4.3%	-11%[46.1 µM]
- CCCC1(C(=O)O)NC(c2ccc(OC)cc2O)C2C(=O)N(c3ccc(OC)cc3)C(=O)C21 (configuration not stated)
  1%[38.3 µM]	4%	/	4%	9%	-2.2%	-4%[46.1 µM]
- Cc1csc(SCC(=O)NCCc2ccc(Cl)cc2)n1
  3%	0%	-2%	-4%	0%	0.0%	-2%
- Cc1cccc(NC(=O)c2cc(Cl)sc2Cl)c1C
  -3%	2%	-1%	8%	-4%	-1.1%	23%
- COc1ccc(CN2CCNC(=O)C2CC(=O)N2CCCO2)c(OC)c1 (configuration not stated)
  2%	-7%	-2%	2%	-1%[9.22 µM]	0.1%	-13%
- COc1cc2c(cc1OC)-c1cc(NC3CCCCCC3)nc(=O)n1CC2
  4%[38.3 µM]	-2%	7%	3%	?	2.4%	0%[46.1 µM]
- CCCCCN1CC(O)=C(c2nc(-c3ccc(Cl)cc3)cs2)C1=N
  ?	0%	49%[activator]	0%	5%	-3.1%	?
- COc1cccc(C(=O)Nc2ccc(NC(=O)c3ccco3)c(Cl)c2)c1
  0%	?	/	-3%	-3%	0.1%	-10%

Look-ups from the entries so far.
For NPSR antag, CCOC(=O)c1sc(NC(=O)c2cc3n(n2)C(C(F)(F)F)CC(c2ccccc2)N3)c(C(=O)OCC)c1C (configuration not stated) shows -25%[46.1 µM]
For IMPase Li inh, COc1cc2c(cc1OC)-c1cc(NC3CCCCCC3)nc(=O)n1CC2 shows 4%[38.3 µM]

New compounds follow:
Screens in order: IMPase Li inh	Luc counter	L3MBTL1 inh	CBFb-RUNX1 inh	HttQ103 aggreg	Epigenetic derep	NPSR antag
- Nc1ccc(NC(=O)c2ccco2)c(Cl)c1
  5%	0%	-1%	1%	-6%[9.22 µM]	-5.4%	7%
- CC(=O)Oc1c(S(=O)(=O)c2ccccc2)c(C)nn1C(C)(C)C
  -3%[38.3 µM]	1%	/	-5%	0%	-1.1%	-7%[46.1 µM]
- CC1CCN(CCCCOc2ccccc2Br)CC1
  17%	-2%	-6%	12%	17%	2.2%	0%
- O=C(O)CCCCn1c(SCc2ccccc2Cl)nc2ccsc2c1=O
  4%	2%	/	5%	17%	2.3%	-42%
- N#Cc1ccc(COC(=O)C2CCC(=O)N2)cc1 (configuration not stated)
  13%[38.3 µM]	1%	/	2%	22%[9.22 µM]	-0.7%	9%[46.1 µM]
- COC(=O)c1cc(NC(=O)CN(c2ccc3c(c2)OCO3)S(C)(=O)=O)ccc1Cl
  -2%[38.3 µM]	8%	-3%	4%	2%	-1.0%	-9%[46.1 µM]
- CCCNC(=O)CSc1nnc(-c2ccccc2Br)n1-c1cccc(C(F)(F)F)c1
  /	/	20%	-20%	?	-0.9%	-25%[46.1 µM]
- CCSc1oc(-c2cccs2)nc1S(=O)(=O)c1ccccc1
  23%	1%	?	1%	13µM*	1.0%	?
- CCOC(=O)N1CCN(C(=O)Nc2cccc3ccccc23)CC1
  9%	-1%	7%	5%	2%[9.22 µM]	0.2%	-3%
- CN(CC(=O)Nc1ccc(Cl)c(C(F)(F)F)c1)C(=O)/C=C/c1ccco1
  2%	1%	0%	-1%	?	-0.8%	16%
- Cc1ccccc1NC(=O)CC1SC(=NC2CCCCC2)NC1=O (configuration not stated)
  33%[activator][38.3 µM]	2%	/	-3%	-2%	-1.0%	2%[46.1 µM]
- Cc1cccc(NC(=O)CN(C)S(=O)(=O)c2ccc(Br)cc2)n1
  32%[38.3 µM]	1%	/	-4%	6%	0.8%	1%[46.1 µM]
- O=C(O)C1CCCCC1C(=O)Nc1cnn(Cc2ccccc2)c1 (configuration not stated)
  -9%[38.3 µM]	2%	5%	-4%	0%	-1.3%	-3%[46.1 µM]
- Cc1nc2ccc(NC(=O)c3ccc([N+](=O)[O-])cc3)cc2s1
  7%	3%	6%	7%	-6%	-1.6%	15%
- O=C1C(=C2CCCCC2)SC(=S)N1Cc1ccco1
  13%[38.3 µM]	-2%	?	?	13%	?	-21%[46.1 µM]
- O=C(Nc1ccccc1F)c1ccc(Br)o1
  0%&-1%	-10%[39.9 µM]	1%	10%[89.1 µM]	1%	4.5%&3.1%	3%
- Cc1cc(C)nc(/N=C(/NC(=O)Nc2cccc(Cl)c2)Nc2ccccc2)n1
  0%[38.3 µM]	-6%	-2%	13%	15%	0.8%	8%[46.1 µM]
- CCCCCn1nc(C)c(/C=N/NC(=O)c2ccoc2C)c1C
  1%	-11%	-6%	5%	1%	-2.0%	-9%[46.1 µM]
- CCCOC(=O)CSc1nc(N)c(C#N)c(CC)c1C#N
  -2%	1%	4%	0%	-20%	0.1%	3%[46.1 µM]
- COc1cc(O)c(C(CC(=O)N2CCCCC2)c2ccc3c(c2)OCO3)c(OC)c1 (configuration not stated)
  /	/	/	-14%&6%	4%[9.22 µM]	-2.0%	7%
- CC(C)(C)c1cc(=O)n2c(nc3ccccc32)[nH]1
  /	/	3%	2%	-2%	-1.0%	-1%[46.1 µM]
- COc1ccc(S(=O)(=O)N2CC(O)CC2C(=O)Nc2cccnc2)cc1 (configuration not stated)
  /	/	-2%	-2%	-9%[9.22 µM]	5.1%	-14%
- NC(=O)CCC(NC(=O)c1ccc(Cl)cc1)C(=O)O (configuration not stated)
  -7%	/	/	6%	1%	-1.3%	21%
- C/C(CC(=O)NCCCN1CCOCC1)=N\NC(=O)COc1ccc(Cl)cc1
  5%[38.3 µM]	-7%	-8%	-2%	7%	-0.5%	-3%[46.1 µM]
- COc1ccc(C(=O)CCNc2ccc3c(c2)OCCO3)cc1
  11%	5%	-5%	?	9%	-0.4%	-5%
- CC(C)(C)S(=O)(=O)c1ccccc1C(=O)O
  -11%[38.3 µM]	13%	4%	2%	7%	-2.3%	-18%[46.1 µM]
- CC(=O)C1=NN(c2ccccc2)C(c2ccc3c(c2)OCO3)N1c1ccccc1 (configuration not stated)
  9%	2%	79%[activator]	?	6%	-0.9%	-30%
- CS(=O)(=O)N1CCN(c2ccccc2NC(=O)Cc2ccc(Cl)cc2)CC1
  20%[38.3 µM]	8%	11%	1%	-17%	-0.8%	-17%[46.1 µM]
- CCOc1ccc(CONS(=O)(=O)c2ccc(NC(C)=O)cc2)cc1Cl
  13%	-4%	1%	-3%	-5%	1.1%	10%
- Nc1nc(CN2CCN(c3ccccn3)CC2)nc(Nc2ccc(F)cc2)n1
  23%[38.3 µM]	1%	/	-9%	-6%	-1.0%	0%[46.1 µM]
- COc1cc(C2C(C(=O)c3ccc(C)o3)=C(O)C(=O)N2c2cc(C)on2)ccc1O (configuration not stated)
  -22%[38.3 µM]	11%	-4%	-4%	-10%	-0.8%	-8%[46.1 µM]
